AID2073 = disruptors of CaV2.2 binding to Mint1 – biochemical, HTRF (AID 2073); HTRF protein-protein interaction, Mint1-CaV2.2; higher % means a stronger effect; 290,000 compounds, 0.19% hits; inhibition, % at 20 µM; hits with a dose series show IC50 in µM; in the data active = inhibition mostly above about 51%, no sharp cut-off; inconclusive = no clear call, values can overlap the other calls; inactive = mostly below about 53%; also: some results filed as inactive read as strong as hits
LYP phosphatase = inhibitors of LYP phosphatase, biochemical, fluorescence intensity, uHTS (AID 1779); recombinant LYP phosphatase, fluorescence intensity; higher % means a stronger effect; inhibition, % at 11.5 µM; hits with a dose series show IC50 in µM; 290,000 compounds, 0.054% hits; in the data active = inhibition above about 50%;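 also: plate controls were vehicle with enzyme for no effect and no enzyme for full effect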
SIAH1 antagonists = Siah-1 peptide-binding antagonists, primary screen, biochemical, fluorescence polarization, rhodamine-plectin, uHTS (AID 1817). Siah-1 / rhodamine-plectin peptide fluorescence polarization; higher % means a stronger effect. displacement, % at 20 µM; hits with a dose series show IC50 in µM. 290,000 compounds, 0.02% hits;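 active = displacement of at least 50% at 20 µM, with a fluorescence ratio check between 0.3 and a set limit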;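 also: plate controls were Siah plus tracer with DMSO for no effect and tracer alone without Siah for full effect; strong numbers were not always called active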
The depositor's hits bear a star; i = inactive; ? = inconclusive. A portion of the library (hit frequency here may not be typical).

mol	AID2073	LYP phosphatase	SIAH1 antagonists
Cc1cc(OCC(=O)NCC2CCC(C(=O)O)CC2)c2c(C)c(C)c(=O)oc2c1 (configuration not stated)	39%	-9%	-4%
Cc1ccc(C2c3[nH]c4ccccc4c3C[C@H]3C(=O)N(c4ccccc4C(=O)N4CCC[C@@H]4C(=O)O)C(=O)N23)cc1 (some centres not stated)	16%	-3%	1%
COc1ccc(-n2ncc3c2CC(C)(C)CC3NC(=O)c2ccoc2C)cc1 (configuration not stated)	4%	-3%	-1%
C=C(C)COc1ccc2c(C)c(CCC(=O)NC3CC3)c(=O)oc2c1	14%	-17%	6%
O=C(Nc1ccc(Cl)cn1)c1cccc2c(Br)cccc12	18%	-1%	-3%
Cc1onc(-c2c(Cl)cccc2Cl)c1C(=O)Nc1nccs1	-7%	-8%	2%
O=C(NCC(O)CO)c1csc(Nc2cccc3ccccc23)n1 (configuration not stated)	-12%	16%	9%
CC1C(=O)C(C)C(c2ccccc2F)NC1c1ccccc1F (configuration not stated)	8%	-6%	7%
CC(=O)Nc1ccc(NC(=O)CCOc2ccccc2C)cc1	9%	-9%	-4%
Cc1ccc(C)c(C(=O)CCC(=O)N2CCN(c3ncccn3)CC2)c1	0%	-6%	13%
Cn1cccc1-c1cc(C(=O)N/N=C/c2ccc([N+](=O)[O-])cc2)[nH]n1	13%	-7%	4%
O=C(O)Cn1cnc2scc(-c3ccccc3)c2c1=O	7%	-7%	-3%
O=C(NCCN1CCOCC1)/C(=C/c1ccco1)NC(=O)c1ccccc1	3%	-6%	-8%
CC(SC1=NCCN1S(=O)(=O)c1ccccc1)c1ccccc1 (configuration not stated)	3%	-10%	4%
CN1CCN(c2ccccc2NC(=S)NC(=O)c2cc3ccccc3o2)CC1	4%	-6%	-3%
O=C(NCc1ccccc1OC(F)(F)F)C1CCC(=O)N(Cc2cccc(F)c2)C1 (configuration not stated)	-1%	-8%	-4%
O=C(CSc1nc2c(c(=O)[nH]1)CCC2)Nc1cccc(F)c1	10%	-8%	0%
COc1ccc(C(=O)NC2CCCCCC2)cc1S(=O)(=O)N1CCOCC1	-3%	-10%	9%
COc1ccc(OC)c(NC(=O)CN2C(=O)CSc3ccc(S(=O)(=O)N4CCCC4)cc32)c1	4%	-8%	-6%
COCC(C)N1CCC(n2nccc2NC(=O)CCOc2ccccc2)CC1 (configuration not stated)	11%	-8%	9%
COC(=O)C(Cc1ccc(O)cc1)N1Cc2ccccc2C1=O (configuration not stated)	-4%	-11%	5%
CCOc1ccc(C(C(=O)NCC2CCCO2)N(Cc2cccs2)C(=O)c2snc(C(N)=O)c2N)cc1 (configuration not stated)	1%	-3%	-4%
Cc1cc(-c2nnc(CCC(=O)NCCc3ccccc3F)o2)no1	-6%	-5%	-2%
COc1ccc(CNS(=O)(=O)c2ccc(-c3ccc(=O)[nH]n3)s2)cc1OC	1%	-8%	0%
COc1ccc(NC2CCCN(C(=O)c3ccccc3C(F)(F)F)C2)cc1 (configuration not stated)	-2%	-10%	-3%
O=C(C1CCC(CNc2c(N3CCCCC3)c(=O)c2=O)CC1)N1CCN(c2ccccn2)CC1 (configuration not stated)	-4%	-6%	9%
COC(=O)c1cc(S(=O)(=O)NCCCN2CCCC2=O)cn1C	-7%	-7%	-2%
CCC1CCC(C(=O)NC(CCSC)C(=O)NCCc2ccc(S(N)(=O)=O)cc2)CC1 (configuration not stated)	6%	-3%	0%
COc1ccc(CNC(=O)c2ccc3oc(C(C)C)nc3c2)cc1	0%	-1%	0%
CCc1ccc(N2CC(C(=O)NCCC3=CCCCC3)CC2=O)cc1 (configuration not stated)	2%	-2%	-1%
Cc1ccc(NC(=O)CC2C(=O)NCCN2C(=O)c2ccc(F)cc2)cc1 (configuration not stated)	8%	-2%	5%
CCCn1c(=O)c2c(nc3n2CC(C)CN3Cc2ccccc2)n(C)c1=O (configuration not stated)	6%	-12%	-5%
CCOC(=O)CN1C(=O)CC(c2ccc([N+](=O)[O-])cc2)C1=O (configuration not stated)	4%	-4%	13%
COc1ccc(OCC(=O)Nc2ccc3c(c2)OCO3)cc1	19%	-4%	-5%
c1ccc(Cn2ncc3c(N4CCN(C(c5ccccc5)c5ccccc5)CC4)ncnc32)cc1	20%	-6%	-4%
O=C(CN1CCN(C(=O)C2CCCO2)CC1)Nc1ccc(Cl)c(Cl)c1 (configuration not stated)	40%	-5%	4%
COCC1CCN(C(=O)c2ccc(OC3CCN(Cc4ccccn4)CC3)cc2)C1 (configuration not stated)	0%	-4%	2%
CC(C)CN(C(=O)c1cccc(S(=O)(=O)N2CCCCC2)c1)C1CCS(=O)(=O)C1 (configuration not stated)	8%	-7%	-3%
COc1ccc(OC)c(CCNC(=O)c2ccc(CS(=O)Cc3ccc(Cl)cc3)o2)c1 (configuration not stated)	15%	-10%	2%
O=C(NCC(=O)N1CCOCC1)c1ccccc1	-3%	-6%	0%
O=C(c1cc(F)ccc1F)C1CCCN(C(=O)c2ccc3nccnc3c2)C1 (configuration not stated)	5%	-8%	0%
O=C(NCc1ccco1)/C(=C/c1ccco1)NC(=O)c1ccccc1	2%	-4%	-5%
CC(C)c1ccc(NC(=O)CSc2nc3ccsc3c(=O)n2Cc2ccc(C(=O)O)cc2)cc1	20%	-6%	-1%
O=C(NC1CCS(=O)(=O)C1)c1ccc(Br)o1 (configuration not stated)	3%	-7%	8%
O=C(c1ccco1)N1CCN(Cc2ccc(Br)cc2)CC1	9%	-2%	1%
O=C(O)CCCN1C(=O)C2C3c4ccccc4C(c4ccccc43)[C@@H]2C1=O (some centres not stated)	3%	-6%	1%
Cc1cccc(N(C(=O)c2snc(C(N)=O)c2N)C(C(=O)NC2CCCC2)c2ccc(C)o2)c1 (configuration not stated)	11%	1%	-2%
Cc1cc(=O)n2[nH]c(-c3cccc(Cl)c3)cc2n1	24%	-4%	3%
Cc1cccc(C(=O)NNC(=O)c2c(O)c3ccccc3n(C)c2=O)c1	14%	-8%	-6%
Cc1cccc(C)c1NC(=O)CSc1nnc(C2CCCCC2)o1	5%	-11%	-2%

Not a retest: an excerpt of the list.
mol	AID2073	LYP phosphatase	SIAH1 antagonists
O=C(O)CCCN1C(=O)C2C3c4ccccc4C(c4ccccc43)[C@@H]2C1=O (some centres not stated)	3%	-6%	1%
Cc1cccc(N(C(=O)c2snc(C(N)=O)c2N)C(C(=O)NC2CCCC2)c2ccc(C)o2)c1 (configuration not stated)	11%	1%	-2%
Cc1cc(=O)n2[nH]c(-c3cccc(Cl)c3)cc2n1	24%	-4%	3%
Cc1cccc(C(=O)NNC(=O)c2c(O)c3ccccc3n(C)c2=O)c1	14%	-8%	-6%
Cc1cccc(C)c1NC(=O)CSc1nnc(C2CCCCC2)o1	5%	-11%	-2%

Sorted by molecular weight (descending): part of the list above.
mol	AID2073	LYP phosphatase	SIAH1 antagonists
Cc1ccc(C2c3[nH]c4ccccc4c3C[C@H]3C(=O)N(c4ccccc4C(=O)N4CCC[C@@H]4C(=O)O)C(=O)N23)cc1 (some centres not stated)	16%	-3%	1%
COc1ccc(CNS(=O)(=O)c2ccc(-c3ccc(=O)[nH]n3)s2)cc1OC	1%	-8%	0%
O=C(CN1CCN(C(=O)C2CCCO2)CC1)Nc1ccc(Cl)c(Cl)c1 (configuration not stated)	40%	-5%	4%

Carrying on.
mol	AID2073	LYP phosphatase	SIAH1 antagonists
Cc1ccc(C)c(N2CCN(C(=O)c3ccc4nsnc4c3)CC2)c1	12%	-6%	12%
COc1cccc(/C=C2\CC(C)Cc3c2nc2ccccc2c3C(=O)O)c1OC (configuration not stated)	4%	-6%	0%
COc1ccccc1C(=O)Nc1cc(C)c(OCC(=O)N2CCOCC2)c(C)c1	13%	-6%	11%
CCOc1ccc(N(CC(=O)N2CCOCC2)S(=O)(=O)c2ccc(Cl)cc2)cc1	9%	-3%	1%
COCCNc1cc(-c2ccccc2)nc2cc(-c3cccc(F)c3)nn12	18%	-10%	10%
COc1ccc(CCC(=O)NNC(=O)c2ccc(OC)cc2)cc1	0%	-5%	0%
Cc1ccc(C(=O)NCc2ccc3c(c2)OCO3)cc1	7%	-8%	15%
O=C(Nc1cccc(S(=O)(=O)N2CCCCC2)c1)C1CC(=O)N(c2ccc3c(c2)OCCO3)C1 (configuration not stated)	4%	-1%	4%
COc1ccc(CNS(=O)(=O)c2ccc3c(c2)CCN3C(=O)C2CCC2)cc1	8%	-10%	6%
CN(C)C(CNC(=O)c1ccc(S(=O)(=O)Nc2ccccc2F)cc1)c1ccccc1 (configuration not stated)	3%	-12%	1%
CC1CCCN(C(=O)C2CCN(Cc3ccc4c(c3)OCO4)CC2)C1 (configuration not stated)	-3%	-9%	-4%
O=C(COc1ccc2ccc(=O)oc2c1)NC1CCCC1	10%	-6%	-1%
O=c1c2ccccc2[nH]c2ccc(O)cc12	-68%	-7%	5%
O=C(N/N=C/c1c[nH]c2ccccc12)c1ccc([N+](=O)[O-])cc1Cl	-2%	-6%	-4%
CC1Oc2ccccc2N(CC(=O)NC2CCCC2)C1=O (configuration not stated)	8%	-5%	1%
CCOc1ccc2oc(C(=O)Nc3ccc4c(c3)OCO4)c(C)c2c1	16%	-3%	5%
CCOc1ccc(C(CC(=O)O)NC(=O)Cc2ccc(Cl)cc2)cc1 (configuration not stated)	32%	-2%	-2%
COc1ccc(NC(=O)Cn2nnc(C(=O)NCc3cccs3)c2N)cc1Cl	24%	-14%	4%
O=C(CCN1C(=O)c2ccccc2S1(=O)=O)Nc1ccc(C(=O)O)cc1	3%	-2%	17%
CC1CC(C)CN(C(=O)C2CCN(S(=O)(=O)c3c(Cl)cccc3Cl)CC2)C1 (configuration not stated)	0%	-3%	-2%
CC(=O)N(C)c1ccc(N=Cc2c(O)ccc3ccccc23)cc1	-3%	-5%	-3%
CC(CC(F)(F)F)N1CCC(n2nccc2NC(=O)CCCc2ccccc2)CC1 (configuration not stated)	3%	-8%	4%
Cc1nc2ccc(C(=O)Nc3ccccc3Cl)cc2s1	-2%	-12%	-2%
COc1cccc(NC(=O)CN(C)CC(=O)Nc2cccc(C(F)(F)F)c2)c1	21%	-4%	7%
COc1ccc(N(CC(=O)NCc2ccccc2OC)S(=O)(=O)c2ccccc2)cc1	-2%	-8%	0%
O=c1[nH]cnc2c1nc(NCc1ccccc1)n2C1O[C@@H](CO)[C@H](O)[C@@H]1O (some centres not stated)	0%	1%	-1%
C[C@H](CCC(=O)NCC(=O)O)[C@H]1CC[C@H]2[C@@H]3[C@H](O)C[C@@H]4C[C@H](O)CC[C@]4(C)[C@H]3C[C@H](O)[C@]12C	5%	-6%	4%
COc1ccc(S(=O)(=O)Nc2c(C)nc3nc(C)[nH]n3c2=O)cc1	5%	-8%	-3%
Cc1ccc2c(c1)N(CC(=O)NCCc1ccc(Cl)cc1)C(=O)c1cccnc1O2	-4%	-6%	i
COc1ccccc1C(=O)OC(C)CN1CCN(C)CC1 (configuration not stated)	-13%	-2%	3%
O=C(O)c1ccc(-c2ccc(OS(=O)(=O)c3ccccc3F)cc2)cc1	12%	-6%	6%
CN(C)S(=O)(=O)c1cccc(COc2cccnc2[N+](=O)[O-])c1	2%	-5%	0%
Cc1ccc(NC(=O)Nc2nnc(Cc3ccc(F)cc3)s2)cc1	9%	-3%	-4%
N#Cc1ccccc1CSCCNC(=O)Cc1c(F)cccc1Cl	3%	2%	2%
CCN1CCN(C(=O)c2ccc3c(c2)N(Cc2ccccc2)C(=O)c2ccccc2S3(=O)=O)CC1	9%	-8%	4%
O=c1[nH]c(/C=C\c2cccc(C(F)(F)F)c2)nc(O)c1[N+](=O)[O-]	2%	-5%	-5%
N#Cc1ccccc1NC(=O)c1ccc2c(c1)OCCO2	-2%	-7%	4%
COc1ccc(NC(=O)C2CCCN(c3cnccn3)C2)cc1 (configuration not stated)	17%	-8%	-3%
COc1ccc(C(=O)NC(C(=O)N2CCN(c3ccccc3O)CC2)C(C)C)cc1 (configuration not stated)	-24%	-12%	21%
Cc1ccc(-n2c(=O)[nH]c3c(C(N)=O)nc(C(C)C)nc32)cc1	13%	-5%	-2%
O=C(c1ccc(F)cc1)c1ccc(-c2ccc(F)cc2)nc1	6%	0%	1%
Cc1sc[n+](CC(=O)c2ccc(Br)cc2)c1C	-8%	-9%	14%
Cc1cccc(Cn2c(N3CCN(C)CC3)nc3c2c(=O)[nH]c(=O)n3C)c1	9%	-4%	-4%
COc1ccc(-n2c(SCC(=O)Nc3ccccc3OC)nc(O)c(Cc3ccccc3)c2=O)cc1	?	6%	-1%
CCOC(=O)c1c(S(=O)(=O)NCC(=O)N2CCN(c3ccccc3OC)CC2)c(C)n(C)c1C	5%	-10%	11%
O=S(=O)(c1cc(Cl)ccc1Cl)N1CCN(c2ccccn2)CC1	3%	3%	-1%

Screening data (PubChem BioAssay)
